# High-throughput results: PubChem BioAssay, National Center for Advancing Translational Sciences (NCATS)
# KCNH2 WT inh: KCNH2 (human, wildtype) channel inhibition; activity change, % at 1.84 µM; U2OS, BacMam KCNH2, thallium flux FluxOr; hits give low values; 340,000 compounds, 0.37% hits; Q12809; AID 720551;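 active = maximum activity change below -70%; inconclusive = maximum activity change between -70% and -50%; inactive = maximum activity change above -50%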; note: % is set by controls: 0 for no effect and ±100 for the full control effect
#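 U2OS cells transduced with wild-type KCNH2 virus are loaded with FluxOr dye for 45 min, and thallium flux is measured in kinetic reads before and after stimulation buffer. Rate constants are normalized to DMSO controls.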
# ASM inhibitor: blocks human secretory acid sphingomyelinase; P17405; placental ASM, HMU-PC fluorogenic substrate, 60 min; Potency, µM (titrated, usually from 57.5 µM), inactives show top-dose activity change, negative = inhibition, usual class: inhibitors; 340,000 compounds, 0.006% hits; AID 504937; note: potency is the fitted concentration of half-maximal effect
#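 qHTS format. ASM enzyme prepared from human placenta hydrolyses the fluorogenic substrate HMU-PC0 (9 uM final) over 60 min at 37 °C after a 10 min compound preincubation.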
# Menin MLL FP TR: menin-MLL binding inhibition, Texas Red mutant peptide; O00255; Menin + Texas Red MLL mutant peptide, fluorescence polarization; Potency, µM (highest dose often 61.6 µM), for the others: top-dose FP activity change, negative = inhibition, hits mostly inhibitors; 270,000 compounds, 0.23% hits; AID 1768; active = well fitted inhibition curve with a large enough effect in the polarisation, with a control signal flat, not every such curve was filed as active; inconclusive = small, poorly fitted or top-dose-only effect, or effect the other way, or a change in a side signal; inactive = no such curve, though single readings can be large or run the other way; the % refers to the polarisation; note: potency is the fitted concentration of half-maximal effect; % of control where 0% means no effect; many of its hits are not listed in these tables
# TSHR antag: antagonists of human thyroid stimulating hormone receptor | P16473 | TSHR-expressing cells, TSH-stimulated cAMP HTRF, 2 h; hits give low values | activity change, negative = inhibition, % at 11.5 µM | 330,000 compounds, 0.2% hits;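 active = activity change below a set negative limit, meaning inhibition stronger than a set level, cut at about -70% in these data; inconclusive = activity change between two set negative limits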; note: % is set by controls: 0 for no effect and ±100 for the full control effect
# Target sequence (P16473 whole entry, looked up): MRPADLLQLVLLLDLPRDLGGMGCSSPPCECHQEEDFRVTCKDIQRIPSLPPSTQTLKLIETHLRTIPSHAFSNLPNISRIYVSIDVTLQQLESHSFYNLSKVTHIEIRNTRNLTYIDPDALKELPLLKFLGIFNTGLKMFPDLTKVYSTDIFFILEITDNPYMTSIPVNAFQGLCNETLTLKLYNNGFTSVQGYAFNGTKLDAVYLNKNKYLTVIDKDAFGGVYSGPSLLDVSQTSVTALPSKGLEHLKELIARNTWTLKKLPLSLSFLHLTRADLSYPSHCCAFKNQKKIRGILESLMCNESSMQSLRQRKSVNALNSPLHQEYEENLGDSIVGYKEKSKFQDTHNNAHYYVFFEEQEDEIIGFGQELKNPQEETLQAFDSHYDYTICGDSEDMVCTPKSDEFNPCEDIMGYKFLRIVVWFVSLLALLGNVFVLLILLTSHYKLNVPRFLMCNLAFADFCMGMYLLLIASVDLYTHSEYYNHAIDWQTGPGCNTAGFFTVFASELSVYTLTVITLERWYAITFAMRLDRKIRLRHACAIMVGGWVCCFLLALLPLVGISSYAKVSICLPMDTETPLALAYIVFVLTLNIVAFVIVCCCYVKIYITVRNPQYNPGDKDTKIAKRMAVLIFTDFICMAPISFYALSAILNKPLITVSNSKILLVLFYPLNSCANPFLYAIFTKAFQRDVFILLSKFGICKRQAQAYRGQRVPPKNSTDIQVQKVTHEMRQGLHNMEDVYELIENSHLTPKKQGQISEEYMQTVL
#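 Read-out is FRET at 665 nm (cryptate excitation 337 nm) from a cryptate-tagged anti-cAMP antibody, competed by cell cAMP against cAMP-d2. Compounds are tested on freshly harvested TSHR cells challenged with 4nM TSH (EC80) for 2 hours at 37 deg C.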
# GALK inh: inhibitors of human galactokinase; Potency, µM (doses to about 57.5 µM), without a hit: at the highest dose activity change, negative = inhibition, most hits filed as inhibitors; P51570; Purified GALK, Kinase-Glo residual ATP luminescence; 270,000 compounds, 0.007% hits; note: potency is the fitted concentration of half-maximal effect; % is set by controls: 0 for no effect and ±100 for the full control effect
#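 Human GALK (5 nM) with 35 uM ATP and 100 uM galactose in 20 mM HEPES pH 8.0, 5 mM MgCl2, 60 mM NaCl, 1 mM DTT, 0.01% BSA. After 1 h at room temperature, leftover ATP was read by Kinase-Glo Plus luminescence.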
# Mito fusion yeast: inhibitors of mitochondrial division or activators of mitochondrial fusion; S. cerevisiae fusion-defective mutant growth rescue, CellTiterGlo 48 h; Potency, µM (highest dose often 46.1 µM), for the others: top-dose growth rescue (activation), hits mostly activators; 320,000 compounds, 0.23% hits; AID 485298;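 note: potency is the fitted concentration of half-maximal effect; % of control where 0% means no effect; nearly all actives have a fitted effect of over 45% in size; temperature-sensitive fusion mutants such as fzo1-1 at 37 °C on non-fermentable ethanol glycerol medium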
#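 Luminescent cell viability in 1536-well qHTS format served as the measure of rescued growth in ts fusion-mutant S. cerevisiae cultured on non-fermentable YPEG for 48 hours at 37C.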
# Eya2 phos inh: blocks the phosphatase activity of human Eya2; O00167; recombinant Eya2, OMFP fluorescence dephosphorylation (OMFP is methylfluorescein phosphate); Potency, µM (titrated, usually from 76.9 µM), without a hit: at the highest dose activity, negative = inhibition, most hits filed as inhibitors; 330,000 compounds, 0.006% hits; AID 488837; note: potency is the fitted concentration of half-maximal effect; % is set by controls: 0 for no effect and ±100 for the full control effect
#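 Eya2 protein (added as 0.2 uM solution) was preincubated with compound for 10 min at ambient temperature in 50 mM HEPES pH 7.5, 50 mM NaCl, 5 uM MgCl2, 0.05% BSA, 1 mM DTT. OMFP (added at 50 uM) then reacted 10 min; fluorescence read at 485/525 nm.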
# MBNL1-CUG inh: blocks human MBNL1 binding to CUG repeat RNA | Q9NR56 | TR-FRET MBNL1-His/biotin-(CUG)12 binding, 665/545 ratio | Potency, µM (highest dose often 57.5 µM), without a hit: at the top dose activity change, negative = inhibition, usual class: inhibitors | 280,000 compounds, 0.036% hits; active = well fitted inhibition curve with a large enough effect in the signal ratio, with a control signal flat, not every such curve was filed as active; inconclusive = small, poorly fitted or top-dose-only effect, or effect the other way, or a change in a side signal; inactive = no such curve, though single readings can be large or run the other way; the % refers to the signal ratio; note: potency is the fitted concentration of half-maximal effect; % is set by controls: 0 for no effect and ±100 for the full control effect
#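 Inhibition of protein-RNA binding appears as loss of TR-FRET between terbium anti-His antibody on MBNL1-His and streptavidin-XL665 on biotin-(CUG)12. Activity is normalized to buffer-only and uninhibited-complex controls.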
# PKM2 act: activators of human pyruvate kinase M2; Potency, µM (highest dose often 57.5 µM), without a hit: at the highest dose activation, actives largely listed as activators; 260,000 compounds, 0.34% hits; purified PKM2, Kinase-Glo ATP luminescence, activation; response scale: 0% is enzyme alone, no compound; AID 1631; P14618; note: potency is the fitted concentration of half-maximal effect; % is set by controls: 0 for no effect and ±100 for the full control effect; nearly all actives have a fitted effect of over 55% in size
#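 hPK-M2, >95% pure; 0.1 mM ADP / 0.5 mM PEP final; imidazole pH7.2 buffer w/ 7 mM MgCl2, 50 mM KCl; 1 h RT; Kinase-Glo lum. Intermediate enzyme activity for dual inhibitor/activator qHTS.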
# Chronic BCR inh: inhibitors of chronic active B-cell receptor signaling. ABC-DLBCL IkBa-CBG/CBR reporter, luminescence ratio, 4 h. Potency, µM (titrated, usually from 46.1 µM), for the others: at the highest dose ratio change, negative = lower green/red ratio, hits mostly inhibitors. 340,000 compounds, 0.05% hits. AID 493014; active = well fitted inhibition curve with a large enough effect in the signal ratio, with a control signal flat, not every such curve was filed as active; inconclusive = small, poorly fitted or top-dose-only effect, or effect the other way, or a change in a side signal; the % refers to the signal ratio;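 note: potency is the fitted concentration of half-maximal effect; plate controls were basal doxycycline-induced cells for no effect and cells given 10 µM MG132 for full effect; MG132 reads +100%, hits lower the ratio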
#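 Cell line TMD8 (human ABC DLBCL), stably expressing tet-inducible CBG68-IkBa fusion and CBR; IMDM/0.5% FBS; cpd up to 46 uM; dox induction, 4 h, 37C/5% CO2; dual luminescence; green/red ratio; MG132 control.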
# USP2a block: blocks human ubiquitin-specific protease USP2a; O75604; USP2 core, Ub-CHOP2 coupled fluorogenic reporter, 485/531; Potency, µM (titrated, usually from 38.3 µM), for the others: top-dose activity change, negative = inhibition, actives largely listed as inhibitors; 330,000 compounds, 0.01% hits; AID 463254;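 note: potency is the fitted concentration of half-maximal effect; plate controls were DMSO wells for no effect and full inhibition by NEM control for full effect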
#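 Cell-free coupled assay: 10nM USP2 core preincubated 30min RT with compound in Tris-HCl pH 8.0/CaCl2/CHAPS buffer, then 25nM Ub-CHOP2 and 25nM reporter substrate; fluorescence (Ex 485/Em 531) read after 60min RT, normalized to NEM inhibition, concentration-response curves fitted.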
# * marks the source's active call; other numbers are inactive results; i = inactive; u = inconclusive; x = not tested or not shown; [ ] = dose if it differs, or a comment. Unless noted, calls come from the whole dose curve; as a rule, active = well fitted curve in the direction sought with a large enough effect; inconclusive = small, poorly fitted or top-dose-only effect, or another doubt; inactive = no such curve, though single readings can be large; an effect the other way counts as inactive or inconclusive. An excerpt; rates above refer to the full screens.
SMILES,KCNH2 WT inh,ASM inhibitor,Menin MLL FP TR,TSHR antag,GALK inh,Mito fusion yeast,Eya2 phos inh,MBNL1-CUG inh,PKM2 act,Chronic BCR inh,USP2a block
CCOC(=O)c1ccc(NC(=O)c2ccc(CN3CCOCC3)cc2)cc1,-7,1%,0%,-30,-1%,10%,11%,u,-16%,6%,2%
CN1CCN(c2ncc3c(n2)CC(c2ccccc2F)CC3=O)CC1 (stereo not drawn),3,-2%,x,3,-3%,1%,5%,-5%,0%,8%,0%
Cc1cccc(OP(=O)(Nc2c(C)n(C)n(-c3ccccc3)c2=O)Oc2cccc(C)c2)c1,17,1%,-2%,-2,-2%,-1%,3%,-9%,-1%,-8%,0%
Cn1c(SCC(=O)NC2CC2)nnc1-c1cccc(NC(=O)c2ccccc2F)c1,-7,-1%,-10%,-5,3%,-1%,u,0%,-4%,9%,6%
O=C(CSCc1c(F)cccc1Cl)NCc1ccco1,9,-7%,6%,-7,-2%,3%,9%,-1%,0%,1%,1%
CCc1ccccc1NC(=O)CSC1=C(C#N)C(c2ccc3c(c2)OCO3)C2=C(CCCC2=O)N1 (stereo not drawn),0,14%,-4%,-5,-2%,16%,3%,30%,10%,18%,-10%
CCOc1ccc(/C=C\c2nc(O)c([N+](=O)[O-])c(=O)[nH]2)cc1OCC,-6,-2%,u,1,-2%,-10%,6%,13%,x,5%,5%
COc1ccc(-n2nc([N+](=O)[O-])c(=NCCC3=CCCCC3)n2O)cc1,1,-12%,-3%,-1,-3%,-1%,2%,u,1%,-3%,3%
Cc1cc(C)c2cc(C#N)c(N3CCCC3)nc2c1,3,165%[activator],0%,-9,-5%,5%,6%,26%,1%,1%,-2%
CCOC(=O)C1=C(C)N(C)C(=O)NC1c1c(C)nn(-c2ccc(C)cc2)c1Cl (stereo not drawn),-6,-9%,u,39,2%,4%,15%,0%,-19%,u,1%
CSc1ccc(/C=N/n2c(Cc3ccc(Br)cc3)n[nH]c2=S)cc1,1,-13%,-20%,-9,-6%,2%,7%,-2%,1%,-1%,-1%
COc1ccc(CCNC(=S)NC(=O)c2c(-c3ccccc3Cl)noc2C)cc1OC,-7,-1%,x,-8,-1%,-2%,9%,0%,2%,u,9%
CCNC(=O)CN1C(=O)NC(CCc2ccccc2)C1=O (stereo not drawn),-2,1%,6%,3,-1%,1%,-3%,-6%,1%,8%,1%
O=C(COC(=O)c1ccc2ccccc2n1)Nc1ncc(C(F)(F)F)cc1Cl,-5,-2%,0%,11,1%,-1%,-15%,5%,-6%,-16%,1%
COc1ccc(NC(C)=O)cc1NC(C)C(=O)Nc1ccc(S(=O)(=O)N2CCCCC2)cc1 (stereo not drawn),-7,-3%,x,-5,x,-6%,-4%,x,x,2%,2%
CC1CCN(C(=O)c2[nH]cnc2C(=O)N[C@@H](Cc2ccccc2)C(=O)OC(C)(C)C)CC1,-1,-6%,-4%,2,x,1%,-5%,10%,0%,1%,0%
COc1cccc(NC(=O)CSc2nc3ccccc3c(=O)n2C)c1,-9,-7%,-9%,-7,-1%,-6%,19%,7%,9%[11.5 µM],u,3%
COc1cc(O)c(C(CC(=O)N2CCCC2)c2cc(OC)c(OC)c(OC)c2)c(OC)c1 (stereo not drawn),x,4%,-5%,0,1%,0%,7%,-11%,-8%,u,2%
CCCCCOc1ccc(/C=c2\sc3ncnn3c2=O)cc1,x,x,-3%,-6,4%,2%,-5%,-4%,-1%,5%,1%
O=S(=O)(CCOc1ccccc1)c1nc2ccccc2[nH]1,-7,5%,-4%,-14,-1%,2%,-23%,-5%,12%,u,0%
CC1CC(C)CN(C(=O)CN2C(=O)NC(c3ccccc3)(c3ccccc3)C2=O)C1 (stereo not drawn),3,1%,x,-7,x,-1%,0%,x,x,1%,-1%
Cn1c(=N)n(CC(O)c2ccccc2)c2ccccc21 (stereo not drawn),-4,3%,x,2,1%,-1%,10%,-3%,-16%,u,3%
Cc1cc(=O)c2c([nH]1)c(C)cc1[nH]c(C)c(C)c12,10,i,x,-28,x,5%,10%,x,x,5%,5%
CCSc1nnc2n(N)c(=O)c3ccccc3n12,x,x,16%,-1,-2%,1%,5%,3%,1%,1%,1%
COc1cccc(CN(C)C(=O)c2cc(S(=O)(=O)NC3CCCCC3)ccc2C)c1,25,1%,x,x,x,x,0%,x,x,-1%,5%
# Further compounds
SMILES,KCNH2 WT inh,ASM inhibitor,Menin MLL FP TR,TSHR antag,GALK inh,Mito fusion yeast,Eya2 phos inh,MBNL1-CUG inh,PKM2 act,Chronic BCR inh,USP2a block
C=CCn1c(N)c(C(=O)NCc2cccnc2)sc1=S,3,-1%,-1%,6,1%,-2%,8%,u,30%,u,u
CC(C)c1ccc(/C=C2\SC(=O)N(CC(=O)NC3C=CS(=O)(=O)C3)C2=O)cc1 (stereo not drawn),-11,6%,-4%,-3,0%,0%,-28%,u,x,u,-2%
O=C(Nc1ccccc1C(=O)NCCN1CCOCC1)c1ccc(Cl)cc1Cl,1,6%,-9%,-14,1%,-26%,-8%,3%,1%,1%,0%
COC(=O)CSc1nnc(-c2sc3ccccc3c2Cl)o1,-3,5%,u,10,0%,-1%,10%,22%,5%,u,5%
CNc1nc(Oc2ccccc2C(=O)OC)nc(SC)n1,-30,2%,39%[activator],2,0%,-2%,5%,-9%,-2%,16%,-6%
COc1ccc(C(=O)NC(CC(C)C)C(=O)O)cc1OC (stereo not drawn),0,3%,2%,18,2%,-1%,-3%,-10%,-12%,3%,0%
Cc1ccc(C(=O)COC(=O)CCS(=O)(=O)c2ccccc2)cc1[N+](=O)[O-],-16,0%,x,10,x,-6%,19%,x,x,5%,0%
Cc1ccccc1C1C(C#N)=C(N)N(N(C)C)C2=C1C(=O)CC(C)(C)C2 (stereo not drawn),-2,48%,-18%,-12,3%,3%,1%,0%,x,8%,2%
COCCCNC(=O)c1ccc(-n2nc(C(F)(F)F)cc2-c2cccs2)cc1,4,-1%,x,-4,0%,2%,-15%,-1%,5%,u,3%
CCn1cc([N+](=O)[O-])c(C(=O)NCc2ccc3c(c2)OCO3)n1,4,-2%,4%,-6,-1%,-3%,-11%,u,1%,-1%,1%
O=C(COC(=O)c1cccs1)Nc1cccc(S(=O)(=O)N2CCCCC2)c1,24,-4%,x,-27,x,x,-11%,x,x,-6%,0%
Cc1cccc(C(=O)N2CCCC(N3CCN(c4ccc(F)cc4)CC3)C2)n1 (stereo not drawn),-12,0%,-9%,30,-6%,3%,3%,-2%,x,0%,4%
COc1ccc(CN(C(=O)/C=C/c2ccco2)C2CCS(=O)(=O)C2)cc1OC (stereo not drawn),-1,1%,-7%,-19,-3%,12%,-3%,u,0%[0.46 µM],1%,0%
O=C(COc1ccc(/C=N/NC(=O)C(=O)N2CCCCCC2)cc1)Nc1ccccc1Cl,6,-5%,-15%,7,0%,1%,0%,x,3%,-9%,3%
CCc1cc[n+](CC(=O)Nc2ccc(Cl)cc2Cl)cc1,-11,-1%,-12%,5,-2%,3%,-4%,-6%,-3%,3%,-1%
CSc1ccccc1NC(=O)CN(C)CC(=O)Nc1cc(C)ccc1C,i,-1%,-12%,4,0%,0%,-9%,5%,-4%,-11%,0%
COc1cc(/C=N/n2cnnc2)ccc1OC(=O)c1ccco1,-8,5%,1%,2,-2%,-1%,9%,8%,10%,-3%,0%
COP(=O)(/C=C/c1ccccc1)C(O)c1ccc(F)cc1 (stereo not drawn),2,3%,-1%,-7,-2%,2%,23%,0%,-2%,10%,-1%
Cc1nc(C#N)c(N/N=C/c2cccc(Cl)c2)o1,10,0%,12%,-1,x,0%,4%,u,-3%,u,4%
